# Assay outcomes (PubChem)
# DDE Tn6 FP inh: DD(E)-Tn6 binding inhibition, primary FP screen; P02675; Fibrin DD(E) TRITC-Tn6 fluorescence polarization displacement; inhibition, % at 8.3 µM; 370,000 tested, 0.21% active;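 active = inhibition above a per-campaign cutoff: mean of compounds within control limits plus 3 SD, cut at about 15% in these data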;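 also: 0% = median of all compound wells on the plate and 100% = blocking peptide control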
# Target sequence (P02675 whole entry, looked up): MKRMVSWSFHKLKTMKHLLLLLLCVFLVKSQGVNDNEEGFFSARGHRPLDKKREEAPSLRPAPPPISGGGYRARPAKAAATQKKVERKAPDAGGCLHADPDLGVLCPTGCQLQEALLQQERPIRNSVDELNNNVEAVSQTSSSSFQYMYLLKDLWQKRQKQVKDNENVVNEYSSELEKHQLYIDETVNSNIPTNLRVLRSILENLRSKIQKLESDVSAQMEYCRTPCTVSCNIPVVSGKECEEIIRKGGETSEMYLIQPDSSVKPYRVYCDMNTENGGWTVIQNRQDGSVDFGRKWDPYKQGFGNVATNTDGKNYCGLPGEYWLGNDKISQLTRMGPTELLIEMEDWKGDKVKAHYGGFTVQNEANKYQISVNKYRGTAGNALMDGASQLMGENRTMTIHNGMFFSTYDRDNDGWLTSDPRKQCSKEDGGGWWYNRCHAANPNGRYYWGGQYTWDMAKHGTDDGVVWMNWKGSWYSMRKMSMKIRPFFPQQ
# LEDGF integ inh: blocks HIV-1 LEDGF/p75-dependent DNA integration; TR-FRET IN-LEDGF/p75 DNA integration, Eu/Cy5; AID 743269; inhibition, % at 3.7 µM; 370,000 tested, 0.64% active;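 active = inhibition above the screen-wide mean plus 3 SD, cut at about 13% in these data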;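 also: signal is the Cy5 over europium emission ratio at 671 and 618 nm; 0% = plate median of compound wells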
# TDP2 inh: blocks human TDP2 phosphodiesterase activity. recombinant TDP2, T5PNP hydrolysis, p-nitrophenol absorbance 415 nm. inhibition, % at 12.8 µM. 370,000 tested, 0.34% active. AID 720702;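 active = inhibition above the mean of all tested compounds plus 3 SD, set per campaign, cut at about 25% in these data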;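 also: 0% = DMSO with enzyme and 100% = buffer with substrate but no TDP2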
#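 Test system: Human TDP2 enzyme | Reagent: 5 mM T5PNP | Compound dosing: 12.8 µM single point, 1% DMSO | Incubation: Enzyme reaction with compound for 2 h at 37 °C | Technique: p-Nitrophenol epi absorbance | Read-out: % inhibition relative to enzyme-containing and enzyme-free wells | Benchmarks: High control without enzyme, low control DMSO plus TDP2 | Replicates: Singlicate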
# UHRF1 binding: UHRF1 methyl-DNA binding inhibition; Q96T88; inhibition, % at 4.4 µM; UHRF1 binding to methylated oligo, TR-FRET; 370,000 tested, 0.75% active; in the data active = inhibition above about 21%;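 also: UHRF1 SRA domain binding a hemimethylated CpG hairpin DNA probe; 0% = median of test compound wells and 100% = reference inhibitor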
# SIAE inh: inhibitors of human sialic acid acetylesterase SIAE; SIAE FP-Rh probe binding, fluorescence polarization; 370,000 tested, 0.69% active; inhibition, % at 9.66 µM;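 active = inhibition above a cutoff: mean of compounds within the control limits plus 3 SD of those, cut at about 17% in these data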;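 also: 0% = plate median of compound wells and 100% = probe without SIAE protein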
# proKLK7 act: proKLK7 (human) activation, primary screen | purified proKLK7, EDANS-DABCYL substrate fluorescence; 100% is mature enzyme control, 0% vehicle | activation, % at 7 µM | 370,000 tested, 0.9% active;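 active = activation above the mean of all tested compounds plus 3 SD, computed per campaign excluding outliers beyond control limits, cut at about 13% in these data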
# Target sequence (P49862 whole entry, looked up): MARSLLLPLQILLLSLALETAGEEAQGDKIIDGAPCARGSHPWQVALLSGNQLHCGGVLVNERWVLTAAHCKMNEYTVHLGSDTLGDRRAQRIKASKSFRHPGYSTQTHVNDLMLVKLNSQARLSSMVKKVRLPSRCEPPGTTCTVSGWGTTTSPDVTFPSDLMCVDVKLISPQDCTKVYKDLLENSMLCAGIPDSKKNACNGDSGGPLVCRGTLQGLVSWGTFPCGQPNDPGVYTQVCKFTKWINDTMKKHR
# TCR CD3 inh: human TCR-CD3 binding inhibition; inhibition, % at 9.4 µM; TAMRA-labeled TCR probe fluorescence, biochemical; 360,000 tested, 0.37% active; in the data active = inhibition above about 19%;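 also: recombinant mutant TCR 2C K166C tagged with TAMRA read by polarization; 0% = receptor in buffer alone and 100% = receptor with positive control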
# PRMT1 inh: blocks human protein arginine methyltransferase 1. recombinant PRMT1, activity-based probe fluorescence polarization. 370,000 tested, 1.3% active. Q99873. inhibition, % at 2.79 µM;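 active = inhibition above about 21% made by adding two undisclosed values, limit read from the data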
# Target sequence (Q99873 whole entry, looked up): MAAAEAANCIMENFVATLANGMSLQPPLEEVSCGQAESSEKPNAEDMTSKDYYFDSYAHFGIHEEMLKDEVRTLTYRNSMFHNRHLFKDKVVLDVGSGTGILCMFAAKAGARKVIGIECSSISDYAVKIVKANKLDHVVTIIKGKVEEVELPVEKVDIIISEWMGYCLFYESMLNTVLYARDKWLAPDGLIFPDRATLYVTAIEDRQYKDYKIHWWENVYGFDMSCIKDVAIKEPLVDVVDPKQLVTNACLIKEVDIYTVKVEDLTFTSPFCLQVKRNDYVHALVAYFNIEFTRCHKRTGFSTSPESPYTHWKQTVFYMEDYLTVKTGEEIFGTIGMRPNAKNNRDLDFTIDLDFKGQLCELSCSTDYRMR
# MBD2 DNA inh: inhibitors of human MBD2 binding to methylated oligonucleotide. Q9UBB5. TR-FRET. inhibition, % at 4.4 µM. 370,000 tested, 0.31% active. AID 686964; in the data active = inhibition above about 13%
# DDE Tn7 FP inh: inhibitors of Tn7 peptide binding to human fibrin DD(E) | FP displacement of FITC-Tn7 peptide from fibrin DD(E); 0% = median of compound wells per plate | inhibition, % at 8.3 µM | AID 720508 | 370,000 tested, 0.13% active;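 active = inhibition above the mean of compounds falling within the control limits plus 3 SD of them, cut at about 14% in these data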;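 also: 0% = plate median of compound wells and 100% = 10 µM Aha-Tn7 peptide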
#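 Measure: % inhibition scaled between sample-field median and high-control FP; Test system: human fibrin DD(E); Quantity: 2 µM final DD(E) protein; Doses: one dose, 8.3 µM nominal; Schedule: compound with protein 10 min, then 3 h after probe, room temperature; Detection: fluorescence polarization; Medium: Tris buffer with calcium and detergent, pH 7.8.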
# An asterisk follows results filed as active; x = not tested or not shown.
DDE Tn6 FP inh	LEDGF integ inh	TDP2 inh	UHRF1 binding	SIAE inh	proKLK7 act	TCR CD3 inh	PRMT1 inh	MBD2 DNA inh	DDE Tn7 FP inh	Compound
-2	3	8	-4	12	0.2	-1	5	3	-5	CC(C)(c1cc(Br)c(O)c(Br)c1)c1cc(Br)c(O)c(Br)c1
1	1	-4	-1	8	-0.1	0	-2	-2	-3	CN(Cc1ccccc1)S(=O)(=O)c1csc(C(N)=O)c1
1	1	13	-1	5	0.5	2	1	1	7	COc1cc2ccccc2cc1C(=O)N(CCN(C)C)c1nc2ccc(C)cc2s1
-1	-6	-5	2	-4	-0.3	9	-4	-8	6	COC(=O)CC(c1ccc(C(C)C)cc1)n1cccc1 (stereo unspecified)
3	-1	5	-1	10	-0.8	1	3	-2	7	Cc1cc(NC(=O)COc2cccc(Oc3ccccc3)c2)no1
-2	-1	4	5	7	0.2	3	-1	-2	-4	CCN(CC)C(=O)c1nc[nH]c1C(=O)O[C@@H](C)c1ccccc1
0	0	1	-1	-3	0.3	-10	1	1	-2	O=C(Nc1cccnc1N1CCOCC1)c1ccco1
-7	2	1	-2	12	0.2	2	4	1	1	O=C(NNc1nc2c(F)cccc2s1)C1=COCCO1
1	1	-3	2	-7	0.2	-9	0	-2	2	CCOC(=O)C1=C(COC(=O)c2ncc(Cl)c(Cl)c2Cl)NC(=O)NC1C (stereo unspecified)
-8	1	9	2	-15	-1.9	2	-1	-2	4	Cc1cccc(Oc2sc(C(=O)c3ccccc3)c(N)c2C#N)c1
-1	1	4	5	-1	-0.2	-5	-1	-1	1	CCOc1cc(NC(=O)C2CCCCC2)c(OCC)cc1NC(=O)c1ccco1
2	0	-6	1	8	0.2	-7	1	-6	-2	N#C/C(=C\c1c(F)cccc1Cl)C(=O)NC1CC1
-2	-4	11	0	2	-0.2	-7	0	4	-5	CC(C)CNC(=O)c1cc(-c2ccc3c(c2)OCO3)on1
3	0	3	0	12	-0.2	3	-1	1	-9	CCCNC(=O)N1CCN(C(=O)NCCC)CC1
-2	3	6	-1	10	0.2	4	18	-5	-3	CCCOc1ccc(N2C(=O)CC(NCc3ccc(S(N)(=O)=O)cc3)C2=O)cc1 (stereo unspecified)
2	2	2	4	0	0.0	-1	2	4	3	CCOC(=O)/C=C1\SCC(=O)N1CC(O)CN1C(=O)CS/C1=C/C(=O)OCC (stereo unspecified)
-6	4	-8	1	-1	0.3	9	-6	-8	-8	CCOC(=O)[C@]12CCCC=C1N(Cc1ccccc1)C(=O)[C@H](CC(=O)N1CCN(C(=O)c3ccco3)CC1)C2
-7	-1	6	1	-2	0.1	0	5	1	-1	Cc1ccsc1C(=O)NC(C)c1ccc2c(c1)OCO2 (stereo unspecified)
0	0	-9	2	-3	0.4	-1	-2	0	-7	CS/C(N)=N/N=C/c1ccc2c(c1)OCO2
-6	-2	4	-4	11	0.5	8	-2	3	3	COc1ccc(NC(=O)CN2CCC(C)CC2)c([N+](=O)[O-])c1
1	2	-5	2	0	-0.7	1	-4	2	-8	Cc1cc(C)n(/C(=C\N(C)C)C(=O)c2cccc([N+](=O)[O-])c2)n1
-1	0	11	-5	8	0.1	0	-1	-3	-7	c1ccc2c(-c3ccncc3)c[nH]c2c1
-5	1	-1	1	-11	0.4	-4	-2	3	-5	Cc1nn(CC(=O)NCc2ccccc2Cl)c(C)c1[N+](=O)[O-]
-6	1	-1	-2	-4	-0.2	3	-1	0	5	O=C(Oc1ccc(=O)n(-c2ccccc2)n1)c1ccc(F)cc1
5	3	1	-2	1	22*	4	-3	0	5	CC(C)Nc1nc(-c2ccccc2CO)c2sccc2n1

# Quoted at random: two records from the list
DDE Tn6 FP inh	LEDGF integ inh	TDP2 inh	UHRF1 binding	SIAE inh	proKLK7 act	TCR CD3 inh	PRMT1 inh	MBD2 DNA inh	DDE Tn7 FP inh	Compound
-8	1	9	2	-15	-1.9	2	-1	-2	4	Cc1cccc(Oc2sc(C(=O)c3ccccc3)c(N)c2C#N)c1
-1	-6	-5	2	-4	-0.3	9	-4	-8	6	COC(=O)CC(c1ccc(C(C)C)cc1)n1cccc1 (stereo unspecified)

# Next section:
DDE Tn6 FP inh	LEDGF integ inh	TDP2 inh	UHRF1 binding	SIAE inh	proKLK7 act	TCR CD3 inh	PRMT1 inh	MBD2 DNA inh	DDE Tn7 FP inh	Compound
-11	6	-22	2	1	0.2	-5	-1	-3	-2	COc1ccc2c(c1)c(C(C)=O)c(C)n2-c1ccccc1
0	4	3	-2	5	-0.3	2	-4	3	-4	CCCOc1ccc(N2CC(C(=O)Nc3ccccc3OC)CC2=O)cc1 (stereo unspecified)
7	-2	3	-1	-10	-0.6	5	2	0	2	CCOc1ccc(CCNC(=O)C2CCCN(S(=O)(=O)N3CCCCC3)C2)cc1OCC (stereo unspecified)
3	8	-2	-1	-3	-0.1	7	-5	-5	4	CCc1[nH]c(C(=O)O)c(C)c1C(=O)OC
-4	2	-2	-1	-3	0.7	1	0	-2	-4	CC1CCc2nc(NC(=O)CN3CCN(Cc4ccc5c(c4)OCO5)CC3)sc2C1 (stereo unspecified)
4	2	3	-4	-4	11	1	-1	-5	11	CCc1cc(=O)oc2cc(C)cc(OCc3nn[nH]n3)c12
0	-1	-1	0	2	0.3	-6	2	1	0	CC(=O)N(C)C[C@@H]1OCc2ccccc2-c2c(n(C)c3ccccc23)C(=O)N([C@@H](C)CO)C[C@@H]1C
-7	-3	2	-3	-5	-0.6	-1	2	6	4	Cc1ccc(-n2c(SCn3nnc4ccccc4c3=O)nnc2-c2cccnc2)c(C)c1
1	53*	0	0	-19	0.5	-4	5	6	-1	COc1ccc(-n2c(SCC(=O)Nc3ccccc3)nc(O)cc2=O)cc1
3	1	-4	0	11	-0.7	6	0	-6	-1	NC(=O)c1cccc(-c2ccnc3c2CC(C(=O)NCc2ccco2)O3)c1 (stereo unspecified)
2	3	0	-1	3	-0.8	10	-2	-8	-5	Cc1ccc(-c2nn3c(C)nnc3c3ccccc23)cc1S(=O)(=O)NCc1ccco1
-6	2	-17	-5	8	-0.1	-9	0	4	-6	Cc1ccc(NC(=S)N/N=C/c2ccc([N+](=O)[O-])s2)cc1
6	-3	9	-5	8	4.2	1	0	0	-1	C=CCn1c(-c2cccn(Cc3cccc(Cl)c3)c2=O)n[nH]c1=S
-1	0	5	1	-4	0.1	0	2	-3	-4	Cc1ccc(-c2nc3nc4ccccc4nc3n2Cc2ccco2)cc1
8	3	-7	-1	2	-0.8	-1	-9	-2	5	CCN(C[C@H]1N[C@@](CC)(C(=O)OC)[C@H]2C(=O)N(Cc3ccccc3)C(=O)[C@@H]12)S(=O)(=O)c1ccc(C(C)(C)C)cc1
-2	-1	-1	7	-1	1.1	-12	6	2	-3	CCn1c(-c2cccn(Cc3ccc(Cl)cc3Cl)c2=O)n[nH]c1=S
-6	0	10	0	7	0.1	2	-2	1	-6	Cc1ccc2cc(CN(Cc3cccs3)Cc3nnnn3CC3CCCO3)c(=O)[nH]c2c1C (stereo unspecified)
3	-3	-2	-1	6	-0.8	-2	-3	-2	1	O=C(CN1C(=O)NC2(CCCCCCC2)C1=O)NCc1cccs1
-8	-3	9	0	-3	0.3	-5	2	-2	1	CS(=O)(=O)NN1C(=O)c2ccccc2NC1c1cc2ccccc2nc1Cl (stereo unspecified)
-12	-6	6	1	0	0.0	-2	2	-1	-7	CC(C)C[C@H](NC(=O)Nc1cccc(Cl)c1)C(=O)O
-2	-5	-1	0	-5	0.7	6	0	0	-3	O=C(NCCO)C(=O)NCC1OCCCN1S(=O)(=O)c1ccc2c(c1)OCCO2 (stereo unspecified)
1	-2	7	-3	2	-0.3	-5	1	2	8	Cc1ccc(-c2nc3cc(C)c(Br)c(C)n3c2CC2CCCCC2)cc1
-4	-1	-2	-6	9	0.7	5	0	-9	-1	C/C(=N\Nc1ccc([N+](=O)[O-])cc1)c1ccco1
7	1	13	0	-3	-2.1	0	0	2	5	Cc1ccc(-c2cc(C(F)F)n3ncc(C(=O)NCc4ccco4)c3n2)cc1
-1	-4	-2	2	3	0.6	-2	-3	1	6	O=c1cc(O)c2c(=O)n(-c3ccccc3)c3c(c2o1)CCCCCC3
2	4	-12	4	-1	-0.1	0	-1	3	0	CC(C)c1ccc(CN2CCC2(C)C(=O)Nc2ccc3c(c2)OCO3)cc1 (stereo unspecified)
2	3	5	1	5	0.2	3	2	-5	2	CCCNC(=S)NC1CC2CCCC(C1)N2Cc1ccccc1OC (stereo unspecified)
3	0	1	14	-2	0.5	-11	-2	3	-5	Cc1cc(Br)cn2c(Cc3ccccc3C(F)(F)F)c(-c3ccc(Cl)cc3)nc12
-2	0	9	-2	5	0.3	-1	-4	-2	-4	O=C(O)c1ccc(CSc2nc3ccccc3o2)cc1
5	-1	-9	74*	-2	1.0	5	-2	-5	3	COc1ccccc1-c1ocnc1C(=O)Nc1ccc(N2CCOCC2)cc1N1CCOCC1
1	-5	-14	1	-2	0.6	-4	0	-1	4	O=C(NCCc1ccccc1)C(=O)NCC1OCCN1S(=O)(=O)c1ccc(Cl)cc1 (stereo unspecified)
-3	1	-6	4	9	0.2	-3	6	6	1	COCC(=O)N1CCC(Oc2ccc(C(=O)NCCc3ncccc3C)cc2)CC1
-5	-1	17	-3	5	0.4	2	-5	2	1	C=CC(C)n1c(Br)nc2c1c(=O)[nH]c(=O)n2C (stereo unspecified)
5	0	-3	3	0	-1.0	-5	5	4	-2	CCOC(=O)C1CCN(C(=O)c2ccc(OC3CCN(C(=O)COC)CC3)cc2)CC1
-5	5	-9	0	-3	0.2	10	-4	1	-3	COc1cc(/C=C/C(=O)OCC(=O)Nc2ccc(NC(C)=O)cc2)cc(S(=O)(=O)N2CCc3ccccc32)c1OC
9	1	-8	3	-1	0.2	-4	5	3	7	CC(NC(=O)C1CCN(S(=O)(=O)c2ccccc2)CC1)c1ccccc1 (stereo unspecified)
-2	-2	8	5	-3	x	x	2	6	2	O=C(Nc1ccc(Cl)cc1Cl)O[C@@H]1CC[C@@]23CCCN2C(=O)CCC[C@H]3C1
4	-4	1	-1	-5	-0.1	-6	3	2	1	C=CCN1CCN(C(=O)CSc2ccccc2)CC1
3	-3	0	0	1	-0.7	4	2	0	0	COc1ccc(CNC(=O)C2Cc3c(-c4cccc(F)c4)ccnc3O2)cc1OC (stereo unspecified)
2	-2	0	-2	4	0.1	x	0	0	-1	C=CCOC/C=C/C#CCN(Cc1ccc(OC)cc1OC)C(=O)Nc1ccccc1

# An excerpt of these results, with bars between the fields:
molecule | DDE Tn6 FP inh | LEDGF integ inh | TDP2 inh | UHRF1 binding | SIAE inh | proKLK7 act | TCR CD3 inh | PRMT1 inh | MBD2 DNA inh | DDE Tn7 FP inh
Cc1cc(Br)cn2c(Cc3ccccc3C(F)(F)F)c(-c3ccc(Cl)cc3)nc12 | 3 | 0 | 1 | 14 | -2 | 0.5 | -11 | -2 | 3 | -5
CCCNC(=S)NC1CC2CCCC(C1)N2Cc1ccccc1OC (stereo unspecified) | 2 | 3 | 5 | 1 | 5 | 0.2 | 3 | 2 | -5 | 2
O=C(Nc1ccc(Cl)cc1Cl)O[C@@H]1CC[C@@]23CCCN2C(=O)CCC[C@H]3C1 | -2 | -2 | 8 | 5 | -3 | x | x | 2 | 6 | 2
